Jurkat viability: cytotoxicity toward Jurkat cells | Jurkat E6.1 viability, ATP luminescence, 48 h | inhibition, % at 4 µM | actives 1.2% (n = 56,000) | AID 463;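 active = inhibition above the mean inhibition of all tested compounds plus 3 SD, cut at about 28% in these data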
M1 antagonist: antagonists of rat M1 muscarinic receptor | P08482 | CHO-M1 cells, Fluo-4 calcium, ACh EC80 antagonist mode; active compounds read low | B-score at 10 µM | actives 3.4% (n = 64,000) | AID 628;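 active = calcium fluorescence response, raw or row-and-column corrected B-score, differing from the plate sample mean either way at a set confidence level, mostly lower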
Target sequence (P08482 whole entry, looked up): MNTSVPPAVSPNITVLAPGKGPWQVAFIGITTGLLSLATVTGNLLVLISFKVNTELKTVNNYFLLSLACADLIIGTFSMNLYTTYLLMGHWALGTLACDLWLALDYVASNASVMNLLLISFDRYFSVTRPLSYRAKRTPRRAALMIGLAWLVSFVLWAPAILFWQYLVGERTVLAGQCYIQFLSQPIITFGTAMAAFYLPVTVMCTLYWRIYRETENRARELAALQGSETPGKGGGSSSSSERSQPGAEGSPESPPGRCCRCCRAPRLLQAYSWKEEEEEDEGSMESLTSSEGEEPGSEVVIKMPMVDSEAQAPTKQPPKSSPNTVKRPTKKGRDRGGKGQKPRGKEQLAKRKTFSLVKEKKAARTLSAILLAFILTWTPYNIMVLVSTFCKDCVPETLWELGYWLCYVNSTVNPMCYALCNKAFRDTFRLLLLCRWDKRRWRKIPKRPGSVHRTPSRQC
NADH coupling: inhibition of NAD/NADH coupling enzymes, library profiling; coupled PK/LDH NADH assays, four targets; IC50, µM (highest dose often 10 µM), inactives show top-dose inhibition; actives 0.02% (n = 65,000);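 active = single-dose screening hits from any of four coupled enzyme assays that gave an IC50 when retested across doses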;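 note: the DPM-DC format reads NADH fluorescence rather than 340 nm absorbance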
TNAP act mid DEA: activates human TNAP at intermediate phosphate acceptor concentration; P05186; purified TNAP, CDP-star luminescence, 100 mM DEA, 30 min; active compounds read high; scale: 0 levamisole-inhibited, 1 vehicle-only enzyme; activation factor at 20 µM; 64,000 tested, under 10 active;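 active = activation factor of at least 2 at 20 µM, relative to controls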
tolC growth inh: E. coli tolC mutant growth inhibition. E. coli BW25113 tolC mutant growth, OD615. growth inhibition, % at 10 µM (by protocol). actives 2.2% (n = 65,000);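 active = growth inhibition at or above a cutoff equal to the mean over every tested compound plus 3 SD, cut at about 60% in these data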;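 note: growth measured after 20 h incubation at 37 °C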
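Test system: E. coli BW25113 ΔtolC::kan bacteria; incubation: 37 °C, 20 h exposure; medium: LB broth supplemented with 50 µg/mL kanamycin; read-out basis: percent growth inhibition; signal: A615 absorbance measurement; compound: 10 µM final, single dose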
D1 allo mod: allosterically modulates the human D1 dopamine receptor. P21728. HEK293 D1, CRE-luciferase, dopamine EC30 potentiation; actives deviate in either direction. B-score at 10 µM. actives 5.9% (n = 58,000). AID 641;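 active = luminescence count or its row- and column-corrected plate score outside the 99.7% band of the plate's sample wells, on either side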
Target sequence (P21728 whole entry, looked up): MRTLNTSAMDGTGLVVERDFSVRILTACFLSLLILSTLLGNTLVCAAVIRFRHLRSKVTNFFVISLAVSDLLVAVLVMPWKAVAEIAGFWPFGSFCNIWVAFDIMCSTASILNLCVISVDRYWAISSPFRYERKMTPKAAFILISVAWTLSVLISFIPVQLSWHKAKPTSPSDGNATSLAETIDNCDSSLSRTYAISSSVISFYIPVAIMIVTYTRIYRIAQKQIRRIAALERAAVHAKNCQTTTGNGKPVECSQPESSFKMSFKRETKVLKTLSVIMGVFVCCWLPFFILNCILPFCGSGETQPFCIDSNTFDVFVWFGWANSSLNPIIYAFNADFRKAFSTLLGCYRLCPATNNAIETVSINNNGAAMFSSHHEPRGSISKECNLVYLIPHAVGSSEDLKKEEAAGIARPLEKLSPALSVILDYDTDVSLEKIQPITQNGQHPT
HEK293 NFkB inh: inhibitors of the PMA/ionomycin-induced NF-kB reporter in HEK293 cells. inhibition, % at 3 µM. AID 465. actives 0.21% (n = 62,000). HEK-293 NF-kB luciferase reporter, luminescence;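 active = inhibition above the mean of all tested compounds plus 3 SD, cut at about 40% in these data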;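 note: 0% = stimulated DMSO wells and 100% = 10 µM reference inhibitor 5653914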
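Signal: luciferase luminescence; Material: HEK-293 cells with stable firefly luciferase reporter driven by four HIV NF-kB elements; Probe or stimulus: PMA with ionomycin; Replication: tested once; Times: 1 h compound pretreatment, then 16 h stimulation at 37 °C, 5% CO2; Benchmarks: DMSO and 10 µM reference inhibitor; Evaluation: per-plate % inhibition versus controls.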
M1 agonist: M1 muscarinic receptor agonism. B-score at 10 µM. AID 626. actives 3% (n = 64,000). CHO-M1 cells, Fluo-4 calcium fluorescence, agonist mode; active compounds read high;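 active = fluorescence rise, raw or as B-score row- and column-corrected plate score, outside the 99.7% band of its plate's samples, either direction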
SF1 activator: SF-1 (human) activation; Q13285; activation, % at 10 µM; CHO-K1 Gal4-SF-1 LBD luciferase reporter; % increase over DMSO SF-1-specific signal; actives 1.9% (n = 65,000);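 active = activation above the mean activation of all tested compounds plus 3 SD, cut at about 50% in these data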
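Material: Transient Gal4-SF-1 LBD reporter, CHO-K1 | Input: 4,000 cells/well | Dosing: One dose, 10 µM compound, 1% DMSO | Incubation: 20 h compound treatment, 37 °C | Detection: SteadyLite luciferase luminescence | Evaluation: Percent activation relative to DMSO median and mock-transfected background | Benchmarks: DMSO-treated SF-1-transfected cells as negative, DMSO-treated mock-transfected cells lacking SF-1 as background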
The depositor's hits bear a star; · = not tested or not shown; [ ] = remark or other dose. This is a random part of the collection (roughly 15% active in at least one column).

SMILES	Jurkat viability	M1 antagonist	NADH coupling	TNAP act mid DEA	tolC growth inh	D1 allo mod	HEK293 NFkB inh	M1 agonist	SF1 activator
Cc1ccc(NC(=O)C2CCCN2S(=O)(=O)c2ccc3c(c2)CCC(=O)N3)cc1Cl (configuration not stated)	8	-0.22	3%	0.9	-3	0.028	11	-0.18	-15
CC(=O)CCc1c(C)c2cc(C)ccc2[nH]c1=O	-3	0.4	10%	0.9	3	0.078	1	0.45	-22
CCOC(=O)CC(=O)Nc1ccc(Br)cc1C(=O)O	-6	-1.5	8%	0.9	12	-0.42	4	0.35	-1
COc1cc(C2c3c(-c4cc(Cl)c(C)cc4O)n[nH]c3C(=O)N2Cc2cccnc2)ccc1O (configuration not stated)	0	-0.23	6%	1	35	3.5	12	-1.1	-2
O=C(CN1CCOCC1)N1CCN(C(=O)CN2CCOCC2)CC1	-6	-1.1	2%	1	-18	0.15	9	0.98	-3
Cc1cc2nc(-c3ccc(SCC(=O)N4CCOCC4)nc3)[nH]c2cc1C	·	-0.58	5%[fluoresces]	0.9	-5	-2.6	-13	12*	42
O=C(CSc1nnc2scc(-c3ccccc3)n12)NCc1ccc2c(c1)OCO2	-2	·	1%	0.9	41	7.1*	6	·	-6
O=C1c2ccncc2C(=O)N1CO	-5	0.066	7%	0.9	-12	0.83	3	-0.46	9
CC(C)(C)NC(=O)c1ccc(COCC(F)(F)F)o1	0	-0.015	1%	0.9	-2	-0.025	15	-0.45	-7
COC(=O)c1cc2ccsc2n1CC(=O)N(C)c1ccccc1	2	-0.77	3%	0.9	11	2.2	15	-0.27	-16

Marked active in M1 agonist (from the list above):
SMILES	M1 antagonist	NADH coupling	TNAP act mid DEA	D1 allo mod	HEK293 NFkB inh	M1 agonist
Cc1cc2nc(-c3ccc(SCC(=O)N4CCOCC4)nc3)[nH]c2cc1C	-0.58	5%[fluoresces]	0.9	-2.6	-13	12*

(continued)
SMILES	Jurkat viability	M1 antagonist	NADH coupling	TNAP act mid DEA	tolC growth inh	D1 allo mod	HEK293 NFkB inh	M1 agonist	SF1 activator
O=c1cc(N2CCN(c3ccc(F)cc3)CC2)[nH]c(=O)n1C1CCCCC1	5	-0.23	3%	1	-4	0.047	38	-0.99	-34
CC1(C)CC(=O)C2=C(C1)Nc1nc(SCCN3CCOCC3)[nH]c(=O)c1C2c1cccs1 (configuration not stated)	·	0.0015	3%	0.9	12	0.019	11	-0.024	-6
C=CCn1c(=O)c2ccccc2n2c(SCC(=O)NCc3cccs3)nnc12	5	-1	6%	0.9	4	0.44	11	-0.11	12
CCN(CC)CCC(=O)NC(C)(C)Cc1ccc(O)cc1	2	-0.6	4%	0.9	-22	-0.98	8	0.47	-2
Cn1nc(OCc2ccccc2)ccc1=O	-1	0.11	3%	0.9	-19	-0.05	10	-0.16	0
CC(=O)Oc1ccc(-c2nc(-c3cccnc3)no2)cc1	-3	0.25	3%	0.9	3	-2.4	6	0.45	28
O=C(Cn1cc2c(n1)CCCCC2)NCCCN1CCOCC1	-1	-0.53	3%	0.9	-20	2.6*	7	-0.14	-5
CC(C)CCNC(=O)C(C)N(Cc1ccc(F)cc1)C(=O)c1ccc(CN2CCCCC2)o1 (configuration not stated)	-7	-3.2*	3%	0.9	-9	0.0027	10	-0.14	6
CCOc1ccc(C(=O)Nn2cnnc2)cc1	-8	-0.025	6%	0.9	-14	-0.85	7	0.54	7
CCCS(=O)(=O)N1CCN(C(=O)c2ccccc2F)CC1	-1	0.56	6%	0.8	-5	-0.77	13	0.26	-10
OCn1ncn(-c2ccccc2)c1=S	-5	-0.0063	6%	0.9	-15	0.062	15	0.36	19
CCOC(=O)CCNC(=O)CNC(=O)OCc1ccccc1	0	-0.7	4%	0.9	2	-0.002	3	-1	-1
Cc1nnc2sc(-c3cccc4ccccc34)nn12	-4	-0.23	12%	0.9	14	1.4	4	0.38	-1
COc1ccc(C2N3CC4(C)CN2CC(C)(C3)C4)cc1OC (configuration not stated)	·	0.47	4%	1	1	·	26	-3.1*	-6
CCN(CC)CCn1c(=S)[nH]c2cc3c(cc2c1=O)OCO3	·	0.63	2%	0.9	-13	-1.1	11	0.81	14
CS(=O)(=O)N1CCC(C(=O)NCc2ccco2)CC1	3	-0.79	2%	1	-14	0.4	-7	0.005	-10
O=C1c2ccccc2CC1Sc1nnc(-c2ccncc2)o1 (configuration not stated)	5	0.036	3%	1	-22	0.014	3	2	5
CCOC(=O)N1CCN(c2c(NCCN(C)Cc3ccccc3)c(=O)c2=O)CC1	-6	0.74	2%	0.9	-12	-0.6	-1	0.28	16
CCCc1cc(Nc2cccc(OCC)c2)n2ncnc2n1	0	1.3	6%	1	18	3.2*	8	0.22	-1
COc1cc(NC(=O)c2ccccc2)c(OC)cc1NC(=O)CN1CCOCC1	1	0.16	11%	0.9	-12	-0.48	-8	0.41	-13
O=C(O)c1cccc(N2CCCC2)c1	-4	-0.59	12%[fluoresces]	0.9	-19	-0.024	7	-0.29	6
O=C(CN(Cc1ccccc1)S(=O)(=O)c1ccccc1)NC1CC1	4	·	2%	1	-2	·	19	·	-14
O=C(Nc1ccccc1C(F)(F)F)c1cc(S(=O)(=O)N2CCC3(CC2)OCCO3)ccc1F	3	-0.46	4%	1	-6	-0.46	-3	-0.73	-9
C=C(C)c1cccc(C(C)(C)NC(=O)Nc2ccc3[nH]c(=O)[nH]c3c2)c1	2	0.023	2%	1	9	0.64	18	0.42	6
COc1ccc(-c2oc3ncn4nc(COc5ccccc5)nc4c3c2-c2ccc(OC)cc2)cc1	·	-0.32	6%[fluoresces]	0.9	1	-0.09	·	3.1	14
Cc1cccc(C(C)C)c1-n1nnnc1-c1ccccc1	-4	-0.55	6%	0.9	45	-1	18	0.21	-12
COCc1cc(C)nc2sc(C(=O)N3CCCC3)c(N)c12	1	0.96	4%	0.9	9	0.49	0	-0.34	8
O=C(CN1C(=O)C2C3C=CC(C3)C2C1=O)NCCN1CCCc2ccccc21 (configuration not stated)	1	-0.29	7%	0.9	1	-0.22	23	-0.81	-8
Cc1ccc2nc(SCC(=O)Nc3cc(C)on3)[nH]c2c1	1	-0.0064	3%	1.1	0	-0.25	6	-0.21	-8
CCCS(=O)(=O)N1CCn2c(nc3ccccc32)C1	-9	0.049	4%	1	-14	-0.67	12	-0.31	-10

Single records, from the list above.
COc1ccc(-c2oc3ncn4nc(COc5ccccc5)nc4c3c2-c2ccc(OC)cc2)cc1 as listed: Jurkat viability = ·; M1 antagonist = -0.32; NADH coupling = 6%[fluoresces]; TNAP act mid DEA = 0.9; tolC growth inh = 1; D1 allo mod = -0.09; HEK293 NFkB inh = ·; M1 agonist = 3.1; SF1 activator = 14
C=C(C)c1cccc(C(C)(C)NC(=O)Nc2ccc3[nH]c(=O)[nH]c3c2)c1 as listed: Jurkat viability = 2; M1 antagonist = 0.023; NADH coupling = 2%; TNAP act mid DEA = 1; tolC growth inh = 9; D1 allo mod = 0.64; HEK293 NFkB inh = 18; M1 agonist = 0.42; SF1 activator = 6
Cc1cccc(C(C)C)c1-n1nnnc1-c1ccccc1 as listed: Jurkat viability = -4; M1 antagonist = -0.55; NADH coupling = 6%; TNAP act mid DEA = 0.9; tolC growth inh = 45; D1 allo mod = -1; HEK293 NFkB inh = 18; M1 agonist = 0.21; SF1 activator = -12

Next part:
SMILES	Jurkat viability	M1 antagonist	NADH coupling	TNAP act mid DEA	tolC growth inh	D1 allo mod	HEK293 NFkB inh	M1 agonist	SF1 activator
COc1ccc(S(=O)(=O)Nc2cc(C)c(O)cc2C(C)C)cc1	9	0.35	5%	1	43	-1.3	7	4.7*	-6
c1ccc(CSc2nnc(-c3ccco3)n2Cc2ccco2)cc1	·	-0.51	2%	0.9	13	-2.2	-5	-0.46	24
CC1CC(N(C(=O)c2ccco2)c2ccccc2)c2ccccc2N1 (configuration not stated)	14	0.21	5%	1	68*	-2	19	0.048	-9
COC(=O)c1c(NC(=O)CSc2nc3c(c(=O)n(C)c(=O)n3C)n2C(C)C)sc(C)c1C	-2	0.21	5%	0.9	29	3.3	4	-0.32	6
COc1ccc2[nH]c(=O)c(CN(C(=O)NC3CCCCC3)C3CCCCC3)cc2c1	-1	0.82	12%	0.9	72*	1.9	14	0.51	1
CN1/C(=C\P(=O)(N(C)C)N(C)C)C(C)(C)c2ccccc21	11	-1.2	5%	0.9	4	-0.65	13	-0.86	-12
CCCCNC(=O)Nc1cc(C(F)(F)F)c[nH]c1=O	0	0.086	8%	0.9	-20	1.1	-5	0.61	17
COC(=O)CSCc1nc2ccccc2[nH]c1=O	-2	0.89	12%	1	-2	0.0033	2	0.68	-5
CC(=O)c1cccc(NC(=O)c2cccc(S(=O)(=O)N(C)C)c2)c1	0	0.015	8%	0.9	-7	-0.46	6	0.27	-3
CCn1nc(C(=O)OCC(=O)c2cc(C)n(Cc3cccs3)c2C)c2ccccc2c1=O	-1	0.26	2%	0.9	26	1.7	14	-1.1	19
CC1CCc2c(sc(N)c2C(N)=O)C1 (configuration not stated)	3	-1.9	1%	0.9	4	-1.2	-12	0.071	29
OC12CCCCC1C(c1ccc3c(c1)OCO3)N(Cc1ccc(F)cc1)CC2 (configuration not stated)	-4	-0.1	8%	0.9	18	1.7	23	0.046	9
Clc1ccc(CSc2nnc(Cn3cnc4ccccc43)o2)cc1	15	-0.83	2%	0.9	29	-0.1	17	0.73	-14
CN(C)S(=O)(=O)c1ccc(NC(=O)c2cc3ccccc3o2)cc1	7	-0.58	3%	0.9	17	-1.1	7	3.2	10
CCN1C(=O)c2ccccc2S(=O)(=O)c2ccc(C(=O)NCc3cccnc3)cc21	-4	0.24	0%	0.8	-7	-0.14	9	-0.59	-8
Cc1cc(Nc2ccc3c(c2)OCCO3)n2ncnc2n1	-2	0.53	20%	0.9	·	0.11	10	-0.11	-5
CCOC(=O)c1cnn(CCOC(=O)C(C)(C)C)c1NC(=O)C(C)(C)C	-8	-0.042	7%	1.1	-9	·	10	1.1	-4
COc1ccccc1C(=O)Nc1cccc(NC(C)=O)c1	1	0.24	0%	1	-6	·	26	-0.23	-10
CCC(C)C(NC(=O)c1ccccc1NC(=O)c1ccc(OC)cc1)C(=O)NCc1ccco1 (configuration not stated)	3	0.15	3%	1	12	-4.7*	22	1.2	14
NS(=O)(=O)c1ccc(NC(=O)CSc2nnc(Cc3cccs3)n2-c2ccccc2)cc1	14	0.092	2%	0.9	22	·	8	0.49	-8
CCOC(=O)C1CCN(S(=O)(=O)c2ccc3c4c(cccc24)C(=O)N3)CC1	-8	0.27	7%[fluoresces]	1	-7	1.3	9	-0.076	3
CCOC(=O)c1c(CNCCN(CC)CC)n(C)c2cc(Br)c(OC)cc12	·	0.4	7%	0.9	8	·	·	1.5	20
CCOC(=O)N1CCN(C(=O)CSc2nnc(COc3ccccc3)o2)CC1	-7	0.97	2%	0.8	-14	-0.28	6	0.68	1

Source: PubChem BioAssay (several laboratories)
